Source: PubChem BioAssay
SIRT5 block = sirtuin-5 (human) deacylase inhibition; hit rate 1.1% among 330,000; inhibition, % at 15 µM; Q9NXA8; Purified SirT5, succinyl-peptide AMC, trypsin-coupled fluorescence; in the data active = inhibition above about 15%; inconclusive = no clear call, values can overlap the other calls
Target sequence (Q9NXA8 whole entry, looked up): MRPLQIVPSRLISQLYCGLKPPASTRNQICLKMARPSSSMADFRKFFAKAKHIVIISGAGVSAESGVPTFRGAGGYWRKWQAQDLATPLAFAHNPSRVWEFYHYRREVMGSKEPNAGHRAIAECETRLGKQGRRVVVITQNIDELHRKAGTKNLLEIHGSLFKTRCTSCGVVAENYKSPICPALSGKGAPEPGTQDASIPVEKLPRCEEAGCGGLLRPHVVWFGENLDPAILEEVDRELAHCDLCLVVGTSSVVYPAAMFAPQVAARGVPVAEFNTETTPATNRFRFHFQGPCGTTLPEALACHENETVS
CASP6 VEID inh = caspase-6 (human) enzyme inhibition; P55212; inhibition, % at 12.5 µM; purified caspase-6, Z-VEID-R110 cleavage fluorescence; hit rate 0.53% among 350,000;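 active = mean inhibition across replicates at least about 35%, with every replicate also reaching that limit, limit read from the data; inconclusive = only one of the two criteria met; inactive = neither criterion met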;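 note: 0% = median of neutral control wells and 100% = no fluorescence left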
Target sequence (P55212 24-179 limits assumed): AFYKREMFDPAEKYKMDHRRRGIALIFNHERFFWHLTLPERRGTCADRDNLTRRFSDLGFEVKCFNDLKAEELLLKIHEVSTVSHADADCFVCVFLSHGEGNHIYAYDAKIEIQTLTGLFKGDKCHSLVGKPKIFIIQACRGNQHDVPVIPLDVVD
Target sequence (P55212 194-293 limits assumed): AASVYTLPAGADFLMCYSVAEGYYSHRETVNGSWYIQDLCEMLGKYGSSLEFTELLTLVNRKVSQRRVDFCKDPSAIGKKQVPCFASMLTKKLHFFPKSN
ARNT TACC3 PPI = ARNT/TACC3 interaction disruption | Q9Y6A5 | AlphaScreen His-ARNT PAS-B/GST-TACC3 binding, luminescence; TACC3 fragment carries E629A point mutation | inhibition, % at 9.99 µM | hit rate 0.66% among 390,000 | AID 623870;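 active = mean inhibition of replicates at least 50% and at least half of replicates each reaching 50%; inconclusive = half or more replicates reach 50% but mean below 50%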;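 note: 0% = complete ARNT plus TACC3 wells and 100% = ARNT alone without TACC3; many hits fall short of the cut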
LGR2 antag = Drosophila LGR2 receptor signaling inhibition. HEK293 LGR2, CRE-luciferase, bursicon-stimulated, 4 h. inhibition, % at 9.99 µM. hit rate 0.35% among 380,000;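 active = drop in luminescence signal, shown as inhibition above about 50% in the replicate tests, limit read from the data, passing the limit was not always enough; inconclusive = probably only some replicates passing the limit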;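 note: agonist challenge used bursicon conditioned medium at about half maximal strength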
EWS-Fli block = inhibitors of EWS/Fli oncoprotein transcriptional activity; A673 NR0B1-luciferase reporter, viability-normalised; inhibition, % at 12.6 µM; hit rate 0.67% among 350,000;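 active = mean inhibition of at least 50% after viability correction, with every replicate also passing that limit; inconclusive = mean reaches 50% but only one of two replicates passes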;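 note: firefly luciferase signal divided by Alamar Blue viability fluorescence both relative to DMSO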
DENV2 CPE rescue = inhibitors of DENV2 cytopathic effect; DENV2-infected cells, cytopathic effect rescue, plate reader; CPE inhibition, % at 9.99 µM; hit rate 1.7% among 350,000; AID 651640; in the data active = CPE inhibition above about 20%, passing the limit was not always enough; inconclusive = no clear call, values can overlap the other calls; tested in BHK-21 cells;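 note: 0% = median of neutral control wells and 100% = median of positive control wells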
PAX8 inh HTS = PAX8 transcriptional activity inhibition | RMG-I TPO-luciferase reporter, SteadyGlo, 24 h | inhibition, % at 12.6 µM | hit rate 1.2% among 360,000 | AID 652154;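 active = mean replicate inhibition at least 60% with every replicate also reaching 60%; inconclusive = only one of the two criteria is met; inactive = mean below 60% and not all replicates reaching 60%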;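 note: luciferase light reporting Pax8 driven TPO promoter activity; plate controls were median of neutral control wells for no effect and mitoxantrone controls for full effect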
Active calls of the source: *; ? = inconclusive; . = no result given; & = joins results of further samples. Rows were taken by chance, and some 4.9% of all compounds hit somewhere here.

SMILES | SIRT5 block | CASP6 VEID inh | ARNT TACC3 PPI | LGR2 antag | EWS-Fli block | DENV2 CPE rescue | PAX8 inh HTS
C[C@H]1CN([C@@H](C)CO)C(=O)Cc2cc(NS(=O)(=O)c3ccccc3)ccc2O[C@@H]1CN(C)Cc1ccc2c(c1)OCO2 | 0 | 1 | -4 | -46 | -4 | -6 | 2
CC1CN(C(=O)c2ccc(Br)c(S(=O)(=O)N3CCOCC3)c2)CC(C)O1 (stereo not given) | -2 | -2 | . | 7 | 1 | -1 | -4
O=C(Oc1cccnc1)c1ccc([N+](=O)[O-])cc1Cl | -2 | -1 | -4 | 18 | -22 | 1 | 1
COc1ccc(S(=O)CC(=O)Nc2ccc(Cl)cc2Cl)cc1 (stereo not given) | -3 | -1 | -19 | -9 | 3 | -6 | 7
O=C(COC(=O)c1ccncc1)NCCCc1ccccc1 | 0 | 1 | . | -3 | 1 | 10 | 4
O=C(C[C@H]1CC[C@@H]2[C@H](COC[C@H](O)CN2S(=O)(=O)c2ccc(Cl)cc2)O1)NCc1ccc(Cl)c(Cl)c1 | 2 | 1 | -4 | 13 | 11 | -6 | 31
CN(C)S(=O)(=O)c1ccc(Cl)c(NC(=O)COC(=O)C2CCCO2)c1 (stereo not given) | -5 | 0 | 4 | 4 | 6 | 4 | -10
C[C@@H]1CN([C@@H](C)CO)C(=O)Cc2cc(NC(=O)Cc3cn(C)c4ccccc34)ccc2O[C@@H]1CN(C)S(=O)(=O)c1ccc(F)cc1 | 3 | 2 | -1 | 5 | -5 | -5 | -6
CN(C)CCCNC(=O)OC1CC2CC1[C@H]1CCCCN1C2=O (stereo not given in full) | -1 | -179 | . | -10 | 0 | 48* | -16
Cc1nnc(SCC(=O)Nc2ccc3c(c2)OCO3)n(N)c1=O | -2 | 0 | -5 | 5 | -2 | . | 12
Cc1noc(C)c1NC(=O)Nc1ccc2c(c1)C(=O)N([C@@H](C)CO)C[C@@H](C)[C@H](CN(C)Cc1ccncc1)OCCCC[C@@H](C)O2 | -7 | -1 | -4 | 9 | -2 | -2 | 6
CC(=O)Nc1ccc(S(=O)(=O)Nc2nc3ccccc3nc2Nc2cccc(S(N)(=O)=O)c2)cc1 | 2 | 8 | -5 | 15 | 3 | 5 | -4
CCOC(=O)C1CCCN(CCC(=O)Nc2cc(C)ccc2C)C1 (stereo not given) | -5 | -4 | 1 | 2 | 6 | 1 | 5
Cc1ccccc1N=C1NC(=O)/C(=C/c2cccn2C)S1 | 2 | -16 | 4 | -46 | 0 | ? | 39
O=C(Nc1cccnc1)c1ccc(COCC(F)(F)F)cc1 | 2 | 1 | 0 | 4 | -31 | 10 | .
COc1ccc(OC)c(N/C=C/C(=C(C#N)C#N)N(C)C)c1 | 1 | -2 | . | -23 | 11 | . | -4
Cc1cccc(N2C(=NC(=O)c3ccccc3)SC3CS(=O)(=O)CC32)c1 (stereo not given) | 3 | -3 | -7 | 6 | . | 11 | 25
Cc1csc(NC(=O)CCC(=O)c2cccs2)n1 | 0 | 1 | -4 | -15 | -2 | 2 | 2
CCCc1cc(C(=O)Nc2cc(C)nn2-c2ccccc2)no1 | -5 | 0 | -8 | -4 | -1 | 6 | 7
COc1ccc(N2CCN(c3ccc(NC(=O)NN)cc3)CC2)cc1 | -2 | -4 | -4 | -3 | 8 | -1 | 15
Cc1cc(C)n2nc(SCc3cccc(S(=O)(=O)N(C)C)c3)nc2n1 | 1 | 1 | 2 | -3 | 5 | -2 | 11
Cc1ccc([C@H]2C[C@@H](n3cc(COC(=O)c4ccccc4)nn3)[C@H](O)CN2CC2CCCCC2)cc1 | 3 | 2 | . | -3 | 12 | 2 | -4
O=C(Nc1ccccc1C(=O)N1CCOCC1)C1CC(=O)N(c2ccc(F)cc2)C1 (stereo not given) | -2 | 1 | -9 | 3 | . | ? | -11
CN1CCN(C(=O)c2cccc(-c3ccc4nccn4c3)c2)CC1 | . | -4 | . | 13 | 0 | -7 | -8
COc1ccc(N(CC(=O)NC2CCCC2)C(=O)CCC(=O)Nc2cc(C)on2)cc1 | 0 | 14 | -1 | 3 | -3 | 7 | 14
COc1cccc(S(=O)(=O)Nc2ccc3c(c2)C(=O)N(C)C[C@H](OC)[C@@H](C)CN(C(=O)Cc2cccnc2)[C@@H](C)CO3)c1 | . | -2 | -2 | 7 | 3 | 7 | 8
COc1ccc(N(CC(=O)NCc2ccccc2OC)S(=O)(=O)c2ccccc2[N+](=O)[O-])c(OC)c1 | 2 | 1 | 2 | 13 | -4 | 6 | 29
Cc1ccc(Cl)cc1N=C(N)N=C(N)N | -2 | 3 | 2 | 20 | 6 | 8 | -5
C/C=C/c1cnc2c(c1)C(=O)N([C@@H](C)CO)C[C@H](C)[C@@H](CN(C)C(=O)NC1CCCCC1)O2 | -2 | -2 | 1 | 6 | -7 | 8 | 5
Oc1cccc(NC(=S)Nc2ccc(SC(F)F)cc2)c1 | -6 | 1 | -8 | -35 | -9 | ? | -34
Cc1ccc(Cn2cc(CN3CC(N4CCCCC4)CS3(=O)=O)nn2)cc1 (stereo not given) | -1 | -1 | . | -17 | -2 | -3 | 6
COC(=O)C1CCN(CC(=O)Nc2ccc(OC)c(Cl)c2)CC1 | -1 | -3 | 0 | 1 | 9 | -1 | -1
COc1ccc(-n2nc(C(=O)NCC(=O)Nc3cc(Cl)c(OC)cc3OC)c3ccccc3c2=O)cc1 | -2 | 0 | 2 | 20 | 8 | -2 | -2
COC(=O)[C@H](Cc1ccccc1)NC(=O)N(C)Cc1ccccc1 | -1 | -1 | -7 | -24 | -4 | 4 | -25
CC1(c2ccc(Cl)cc2)NC(=O)N(CC(=O)Nc2cccnc2Cl)C1=O (stereo not given) | 5 | 13 | -4 | -8 | -1 | 13 | 1
COc1ccccc1-c1oc2ccccc2c1C#CC(C)(C)O | -10 | 7 | 1 | 16 | -3 | -16 | 10
COc1cccc(-c2cnc3c(c2)C(=O)N([C@H](C)CO)C[C@H](C)[C@H](CN(C)C(=O)Nc2ccc(F)cc2)O3)c1 | 0 | -1 | -5 | 6 | 0 | ? | 5
CC(C)(C)C(=O)Nc1ccccc1N1CCN(c2ccc(F)cc2)CC1 | -1 | -2 | . | 17 | 8 | 0 | 10
CCN(C(=O)COC(=O)Cc1c(F)cccc1Cl)c1c(N)n(Cc2ccccc2)c(=O)[nH]c1=O | -2 | 0 | 0 | 0 | 0 | -5 | 2
CC(C)c1cc(NCCCN2CCOCC2)n2c(nc3ccccc32)c1C#N | -20 | -1 | -6 | -12 | . | . | .
C[C@@H]1CN([C@@H](C)CO)C(=O)c2cc(NC(=O)C3CCCCC3)ccc2O[C@H]1CN(C)C(=O)NC1CCCCC1 | -1 | -6 | -12 | -23 | . | ? | -18
CNC[C@@H]1OCCCC[C@@H](C)Oc2ccc(NS(=O)(=O)c3cccs3)cc2C(=O)N([C@H](C)CO)C[C@@H]1C | 0 | -4 | 4 | -4 | . | 6 | 0
Cc1cc(C)c(NS(=O)(=O)c2ccc3c(c2)oc(=O)n3C)c(C)c1 | . | 7 | . | 6 | 6 | ? | 2
O=C(NC1Cc2ccccc2C1)[C@@H]1[C@@H](CO)[C@@H]2Cn3c(ccc(C4=CCCC4)c3=O)[C@H]1N2 | -8 | 6 | 12 | -12 | -4 | 5 | .
O=S(=O)(NCc1c(Cl)cccc1Oc1ccccc1)c1ccccc1 | 0 | -2 | 1 | 11 | -3 | 32* | -10
O=C(Nc1nnc(C23CC4CC(CC(C4)C2)C3)s1)c1ccc(N2C(=O)CCC2=O)cc1 | 1 | 30 | -2 | 0 | -1 | 1 | -19
C[C@H](CO)N1C[C@H](C)[C@@H](CN(C)S(=O)(=O)c2cn(C)cn2)Oc2ncc(C3=CCCCC3)cc2C1=O | -2 | 1 | 1 | 18 | -2 | -9 | -18
COc1ccccc1N1CCN(C(=O)Cc2ccc(Cl)cc2)CC1 | -3 | 0 | 1 | -17 | -15 | -9 | -4

An excerpt from above in order of molecular weight, low to high.
SMILES | SIRT5 block | CASP6 VEID inh | ARNT TACC3 PPI | LGR2 antag | EWS-Fli block | DENV2 CPE rescue | PAX8 inh HTS
COc1ccccc1N1CCN(C(=O)Cc2ccc(Cl)cc2)CC1 | -3 | 0 | 1 | -17 | -15 | -9 | -4
O=S(=O)(NCc1c(Cl)cccc1Oc1ccccc1)c1ccccc1 | 0 | -2 | 1 | 11 | -3 | 32* | -10
CC(C)c1cc(NCCCN2CCOCC2)n2c(nc3ccccc32)c1C#N | -20 | -1 | -6 | -12 | . | . | .
O=C(NC1Cc2ccccc2C1)[C@@H]1[C@@H](CO)[C@@H]2Cn3c(ccc(C4=CCCC4)c3=O)[C@H]1N2 | -8 | 6 | 12 | -12 | -4 | 5 | .
O=C(Nc1nnc(C23CC4CC(CC(C4)C2)C3)s1)c1ccc(N2C(=O)CCC2=O)cc1 | 1 | 30 | -2 | 0 | -1 | 1 | -19
CCN(C(=O)COC(=O)Cc1c(F)cccc1Cl)c1c(N)n(Cc2ccccc2)c(=O)[nH]c1=O | -2 | 0 | 0 | 0 | 0 | -5 | 2
C[C@H](CO)N1C[C@H](C)[C@@H](CN(C)S(=O)(=O)c2cn(C)cn2)Oc2ncc(C3=CCCCC3)cc2C1=O | -2 | 1 | 1 | 18 | -2 | -9 | -18
C[C@@H]1CN([C@@H](C)CO)C(=O)c2cc(NC(=O)C3CCCCC3)ccc2O[C@H]1CN(C)C(=O)NC1CCCCC1 | -1 | -6 | -12 | -23 | . | ? | -18

The list goes on.
SMILES | SIRT5 block | CASP6 VEID inh | ARNT TACC3 PPI | LGR2 antag | EWS-Fli block | DENV2 CPE rescue | PAX8 inh HTS
Cn1c(CC(=O)NNC(=O)c2ccccc2[N+](=O)[O-])nc2ccccc21 | -2 | 1 | 41 | -5 | 9 | 4 | 9
COc1ccc(NC(=O)N2CC3(C2)CN(CC2CC2)[C@H](CO)c2c3c3ccc(OC)cc3n2C)cc1 | 1 | 2 | . | 3 | -3 | 4 | -31
C[C@@H]1CN([C@@H](C)CO)C(=O)c2cc(NC(=O)Cc3ccccc3)ccc2O[C@H]1CN(C)S(C)(=O)=O | . | . | . | 4 | -2 | . | -5
O=C(NCC(c1ccco1)N1CCc2ccccc2C1)c1cccc([N+](=O)[O-])c1 (stereo not given) | -5 | 3 | 1 | -1 | 2 | 9 | 6
COc1ccc(NC(=O)Nc2ccc3c(c2)CC(=O)N([C@H](C)CO)C[C@@H](C)[C@@H](CN(C)S(=O)(=O)c2cccs2)O3)cc1 | 12 | 0 | . | 9 | -15 | 6 | -21
CC1=NNC(=O)C1CCC(=O)N/N=C\c1cccc(Cl)c1 (stereo not given) | 0 | 1 | 4 | 19 | -2 | -3 | 9
CC1CCCC(NC(=O)CN2C(=O)NC(C)(c3ccccc3)C2=O)C1C (stereo not given) | 0 | -11 | -2 | 0 | -2 | 0 | 12
Cc1noc(C)c1S(=O)(=O)N(C)C[C@@H]1Oc2ccc(NC(=O)Nc3ccccc3)cc2CC(=O)N([C@H](C)CO)C[C@H]1C | . | . | . | 6 | -7 | . | 18
O=C1/C(=C/c2ccc(F)cc2)CCC1C1CCCC1 (stereo not given) | -3 | 0 | -4 | -21 | -127 | -3 | 0
C[C@@H]1CN([C@H](C)CO)C(=O)c2cc(NS(=O)(=O)c3cccs3)ccc2O[C@H]1CN(C)Cc1ccccc1 | -6 | 0 | 7&-1 | -11&1 | -14&-3 | 12&3 | 12
Cc1ccccc1CC(=O)Nc1cccnc1 | -1 | 1 | -5 | 2 | 10 | 0 | 14
COc1ccc2c3c([nH]c2c1)[C@H](CO)N(Cc1nccs1)CC31CN(C(=O)C2CCOCC2)C1 | . | . | . | -2 | -11 | -16 | .

Ordered by value in SIRT5 block (descending): three of the compounds above
Compound	SIRT5 block	CASP6 VEID inh	ARNT TACC3 PPI	LGR2 antag	DENV2 CPE rescue
COc1ccc(NC(=O)Nc2ccc3c(c2)CC(=O)N([C@H](C)CO)C[C@@H](C)[C@@H](CN(C)S(=O)(=O)c2cccs2)O3)cc1	12	0	.	9	6
COc1ccc(N(CC(=O)NC2CCCC2)C(=O)CCC(=O)Nc2cc(C)on2)cc1	0	14	-1	3	7
C/C=C/c1cnc2c(c1)C(=O)N([C@@H](C)CO)C[C@H](C)[C@@H](CN(C)C(=O)NC1CCCCC1)O2	-2	-2	1	6	8
